Assay outcomes as filed in PubChem BioAssay.
ROS inducer: ROS inducers in U2OS cancer cells, primary screen, cell-based, H2DCF-DA fluorescence; U2OS ROS induction; actives 2% (n = 46,000); ROS induction (% of piperlongumine), % at 10 µM; in the data active = ROS induction above about 79%, passing the limit was not always enough; inconclusive = no clear call, values can overlap the other calls;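 also: 0% = DMSO vehicle median and 100% = reference compound median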
* marks the source's active call; other numbers are inactive results; ? = inconclusive. This is a subset (hit frequency here may not be typical).

SMILES	ROS inducer
Cc1c2cnn(-c3ccccc3)c(=O)c2c(C)n1CCCC(=O)NCCc1ccccc1	47
COc1ccc(-c2cc(C(F)F)n3ncc(C(=O)Nc4cccc(NC(C)=O)c4)c3n2)cc1	155*
COC(=O)c1ccc(C(=O)OC)c(NC(=O)CSc2nc(C)cc(C)n2)c1	-5
C[C@@H]1CN([C@H](C)CO)C(=O)CCCn2nncc2CO[C@@H]1CN(C)S(=O)(=O)c1ccc(-n2cccn2)cc1	-1
C[C@H]1CN([C@@H](C)CO)C(=O)Cc2cc(N(C)C)ccc2O[C@H]1CN(C)Cc1ccncc1	3
C[C@@H]1CN([C@H](C)CO)C(=O)c2cccc(NS(=O)(=O)c3cccs3)c2O[C@@H]1CN(C)C(=O)Nc1ccc2c(c1)OCO2	1
Cc1ccc(S(=O)(=O)Nc2ccc3c(c2)C(=O)N([C@H](C)CO)C[C@H](C)[C@@H](CN(C)Cc2ccc4c(c2)OCO4)OCCCC[C@@H](C)O3)cc1	95*
C[C@H]1CN([C@@H](C)CO)C(=O)c2cc(NS(=O)(=O)c3ccc(F)cc3)ccc2O[C@@H]1CN(C)Cc1ccc(Cl)c(Cl)c1	32
O=C(CCC(=O)N(Cc1ccccc1)Cc1ccccc1)Nc1ccc(F)cc1	-6
Cc1c(Br)ccc(NC(=O)CSc2nnc(-c3ccc(Cl)cc3)n2C)c1C	-11
C[C@@H]1CCCCO[C@@H](CN(C)C(=O)Nc2ccc(F)cc2)[C@@H](C)CN([C@H](C)CO)C(=O)c2cc(NC(=O)CCCCCC(=O)Nc3ccccc3N)ccc2O1	-2
NN(CCO)C(=S)NCc1ccc(Cl)cc1	31
C=C[C@H]1C(O[C@@H]2O[C@H](CO)[C@@H](O)[C@H](O)[C@H]2O)OC=C2C(=O)N3CCc4c([nH]c5ccccc45)[C@H]3C[C@H]21 (some centres not stated)	40
C[C@@H]1CN([C@@H](C)CO)C(=O)c2cc(NC(=O)Cc3cn(C)c4ccccc34)ccc2O[C@H]1CN(C)S(=O)(=O)c1ccccc1	5
Cc1noc(C)c1S(=O)(=O)N(C)C[C@@H]1Oc2ccc(NC(=O)Nc3ccc4c(c3)OCO4)cc2C(=O)N([C@@H](C)CO)C[C@@H]1C	-3
C[C@H]1CN([C@@H](C)CO)C(=O)c2cc(NC(=O)Nc3ccc(C(F)(F)F)cc3)ccc2O[C@@H]1CN(C)Cc1ccccc1	10
CCOc1cc(C(=O)O)cc(I)c1OCC(=O)O	-5
Cc1nc(C)c(C(=O)C2C(=O)C(=O)N(CCCN3CCOCC3)C2c2ccccc2)s1 (configuration not stated)	-8
C[C@H](CO)N1C[C@H](C)[C@H](CN(C)Cc2ccncc2)Oc2ccc(NC(=O)C3CCCCC3)cc2CC1=O	9
COc1ccc(S(=O)(=O)Nc2ccc3c(c2)CC(=O)N([C@@H](C)CO)C[C@H](C)[C@H](CN(C)S(=O)(=O)c2ccc(OC)cc2)O3)cc1	19
CCOc1ccc(OCC)c(S(=O)(=O)NC2CC(C)(C)NC(C)(C)C2)c1	4
N#CCCCN1C(=O)C(O)(CC(=O)c2ccc(Br)s2)c2ccccc21 (configuration not stated)	-10
O=C(NC(=S)NC12CC3CC(CC(C3)C1)C2)c1ccccc1	19
O=C(Nc1ccccc1)N1CCc2c([nH]c3ccccc23)C1C(F)(F)F (configuration not stated)	-10
Cc1ccc(S(=O)(=O)N(CCC(=O)O)Cc2ccccc2)cc1	-2
Other entries:
SMILES	ROS inducer
Cc1ccc(C)c(OCCNS(=O)(=O)c2cc([N+](=O)[O-])ccc2C)c1	2
CCCCCCCC(=O)CCc1ccc(O)c(OC)c1	4
O=C(CCCn1c2ccccc2c2cn[nH]c(=O)c21)NCCc1ccccc1	-11
C[C@H](CO)N1C[C@H](C)[C@H](CN(C)C(=O)Nc2ccc(C(F)(F)F)cc2)Oc2ccc(NS(=O)(=O)c3ccc(F)cc3)cc2CC1=O	4
Cc1ccc(S(=O)(=O)N(C)C[C@@H]2Oc3ccc(NC(=O)C4CC4)cc3C(=O)N([C@@H](C)CO)C[C@H]2C)cc1	26
CNC[C@H]1Oc2c(NS(=O)(=O)c3cccs3)cccc2C(=O)N([C@H](C)CO)C[C@@H]1C	16
COc1ccc(CN(C)C[C@@H]2Oc3ccc(NC(=O)Nc4ccccc4)cc3C(=O)N([C@@H](C)CO)C[C@@H]2C)cc1	12
Cc1ccc(SCC(=O)Nc2nncs2)cc1	-14
C[C@@H]1CN([C@H](C)CO)C(=O)Cc2cc(NC(=O)CCN3CCOCC3)ccc2O[C@H]1CN(C)Cc1ccc(C(=O)Nc2ccccc2N)cc1	21
COc1cc(C)c(C)cc1S(=O)(=O)n1c(C)nc2ccccc21	-7
COc1ccc(-c2nc3ccccc3s2)cc1NC(=O)COc1ccc(Br)cc1	-8
O=C(NCCN1CCOCC1)c1cc(-n2cnnc2)ccc1Cl	-11
CCOc1ccc2nc(SCC(=O)Nc3c(C)n(C)n(-c4ccccc4)c3=O)sc2c1	-10
C[C@@H]1CN([C@@H](C)CO)C(=O)c2cc(NC(=O)Nc3cccc4ccccc34)ccc2O[C@H]1CN(C)Cc1ccc(-c2ccccc2)cc1	6
Cc1ccc(S(=O)(=O)n2nc(-c3ccc(Cl)cc3)nc2NCc2ccco2)cc1	-3
Cc1noc(C)c1S(=O)(=O)Nc1ccc2c(c1)C(=O)N([C@H](C)CO)C[C@H](C)[C@@H](CN(C)C(=O)Nc1cccc3ccccc13)OCCCC[C@@H](C)O2	18
C[C@H]1CN([C@@H](C)CO)C(=O)c2cc(NC(=O)Cn3cnnn3)ccc2O[C@H]1CN(C)S(=O)(=O)c1cccs1	-9
O=C(NCCc1c[nH]c2ccccc12)NC1CCCCC1	-13
COC(=O)c1ccc(NC(=O)CN(c2ccc(F)cc2)S(C)(=O)=O)cc1	-5
O=C1O[C@H](c2ccccc2)[C@H](c2ccccc2)N2[C@H]1[C@@H](C(=O)N1CCCCCCC1)[C@]1(C(=O)Nc3ccc(C#CC4=CCCCC4)cc31)[C@H]2c1ccc(O)cc1	8
CCC1CCc2nc3sc(C(=O)Nc4cc(Cl)ccc4OC)c(N)c3cc2C1 (configuration not stated)	24
Cc1noc(C)c1NC(=O)Nc1ccc2c(c1)CC(=O)N([C@H](C)CO)C[C@@H](C)[C@H](CN(C)Cc1ccc(-c3ccccc3)cc1)O2	47
COc1cc(-c2oc3cc(O)cc(O)c3c(=O)c2O)ccc1O	12
Cc1sc2c(c1C)-c1nc(SCC(=O)C(C)(C)C)ncc1S(=O)(=O)N2C	10
Cc1ccc(S(=O)(=O)N(C)C[C@@H]2OCc3cn(nn3)CCCC(=O)N([C@@H](C)CO)C[C@@H]2C)cc1	69
Continuation:
SMILES	ROS inducer
O=C1c2ccccc2C(=O)N1CCc1nc(-c2cccc([N+](=O)[O-])c2)no1	55
COc1ccc(OCCCC(=O)Nc2ccc(S(=O)(=O)Nc3nccs3)cc2)cc1	3
O=C(NCCc1c[nH]c2ccccc12)C1CCCCC1	-2
C[C@H](CO)N1C[C@H](C)[C@@H](CN(C)S(=O)(=O)c2ccccc2)Oc2ccc(NS(=O)(=O)c3ccc(Cl)cc3)cc2C1=O	-2
c1ccc(Oc2cccc(CSc3nc4ccccc4o3)c2)cc1	9
O=C(CCn1cccc1)N1CCc2ccccc21	-3
C[C@@H]1CN([C@H](C)CO)C(=O)CCCn2cc(nn2)CO[C@@H]1CN(C)C(=O)NC1CCCCC1	-6
COc1cc(S(C)=O)ccc1-c1nc2ccncc2[nH]1 (configuration not stated)	4
Cc1ccc(CNC(=O)c2cccc(Cn3cc(Cl)cn3)c2)cc1	6
COc1ccc(NC(=O)Nc2cccc3c2O[C@H](CN(C)CC2CCCCC2)[C@H](C)CN([C@@H](C)CO)C3=O)cc1	0
CC(=O)c1cc2ccccc2oc1=O	-12
C[C@H]1CN([C@@H](C)CO)C(=O)Cc2cc(NS(=O)(=O)c3cn(C)cn3)ccc2O[C@@H]1CN(C)Cc1ccc2c(c1)OCO2	9
C[C@@H]1CN([C@H](C)CO)C(=O)Cc2cc(NC(=O)NC3CCCCC3)ccc2O[C@@H]1CN(C)S(=O)(=O)c1ccc(F)cc1	4
CC(C)NC(=O)N(C)C[C@H]1OCCCC[C@@H](C)Oc2ccc(NC(=O)NC3CCCCC3)cc2C(=O)N([C@H](C)CO)C[C@@H]1C	11
COc1ccc(-c2nn(C)c(=O)c3ccccc23)cc1CNC(=O)Nc1ccccc1	-15
C[C@H](CO)N1C[C@H](C)[C@H](CN(C)C(=O)Nc2ccc3c(c2)OCO3)Oc2ncc(C#Cc3ccc(F)cc3)cc2C1=O	?
C[C@@H]1CN([C@H](C)CO)C(=O)c2cccc(NC(=O)NC3CCCCC3)c2O[C@H]1CN(C)CC1CCCCC1	7
COc1cc(C)c2c(c1)CCC1C2CCC2(C)C(O)CCC12 (configuration not stated)	-6
Cc1ccc(S(=O)(=O)Nc2ccc3c(c2)C(=O)N([C@H](C)CO)C[C@@H](C)[C@H](CN(C)Cc2ccc(C(=O)O)cc2)O3)cc1	-7
O=C(CCSc1nc(-c2ccco2)cc(C(F)(F)F)n1)N1CCCc2ccccc21	20
C[C@H](CO)N1C[C@H](C)[C@@H](CN(C)S(=O)(=O)c2ccc(Cl)cc2)Oc2ccc(NC(=O)CCC(F)(F)F)cc2C1=O	0
C[C@@H]1CCCCO[C@@H](CN(C)Cc2ccccc2)[C@@H](C)CN([C@H](C)CO)C(=O)c2cc(NC(=O)Nc3ccc(C(F)(F)F)cc3)ccc2O1	14
Cc1cccc(S(=O)(=O)N(C)C[C@@H]2OCc3cnnn3CCCC(=O)N([C@@H](C)CO)C[C@@H]2C)c1	6
C[C@@H]1CCCCO[C@@H](CN(C)C(=O)Nc2ccc(C(F)(F)F)cc2)[C@@H](C)CN([C@H](C)CO)C(=O)c2cc(NC(=O)c3ccccc3)ccc2O1	46
CNC(=O)C1=C[C@H](c2ccc(C(=O)OC)cc2)C[C@H](OCCCCO)O1	28
(cont.)
SMILES	ROS inducer
CC1=C(C/C=N/NC(=O)c2ccccc2O)C(C)(C)CCC1	-13
Cc1nnc2sc(-c3cccc(NC(=O)c4cccnc4)c3)nn12	0
CNC[C@@H]1Oc2ncc(-c3ccc(F)cc3)cc2C(=O)N([C@H](C)CO)C[C@@H]1C	4
Cc1ccc(S(=O)(=O)Nc2ccc3c(c2)CC(=O)N([C@@H](C)CO)C[C@@H](C)[C@@H](CN(C)Cc2ccncc2)O3)cc1	12
Cc1ccc(S(=O)(=O)N2CC=C(C(=O)NC3CCCC3)CC2)cc1	1
C[C@@H]1CN([C@H](C)CO)C(=O)c2cc(NC(=O)Nc3ccc4c(c3)OCO4)ccc2O[C@H]1CN(C)Cc1ccc2c(c1)OCO2	15
O=C1O[C@H](c2ccccc2)[C@H](c2ccccc2)N2[C@H]1[C@@H](C(=O)NC[C@H](O)c1ccccc1)[C@]1(C(=O)Nc3ccccc31)[C@H]2c1ccccc1OCCO	?
CC(C)NC(=O)N(C)C[C@@H]1Oc2ccc(NC(=O)Nc3cccc4ccccc34)cc2CC(=O)N([C@H](C)CO)C[C@H]1C	-4
C[C@H](CO)N1C[C@H](C)[C@H](CN(C)Cc2ccc(C(=O)O)cc2)Oc2ccc(NC(=O)Nc3ccc(C(F)(F)F)cc3)cc2C1=O	-5
CC(C)NC(=O)Nc1ccc2c(c1)CC(=O)N([C@H](C)CO)C[C@H](C)[C@H](CN(C)Cc1ccc(Oc3ccccc3)cc1)O2	15
COC(=O)C(CC#Cc1ccc2c(c1)[C@]1(C(=O)N2)[C@H](c2ccccc2OCCO)N2[C@H](c3ccccc3)[C@H](c3ccccc3)OC(=O)[C@H]2[C@@H]1C(=O)NC[C@H](O)c1ccccc1)C(=O)OC	205*
O=C(Nc1cccnc1)C1CC(c2cccc(Br)c2)=NO1 (configuration not stated)	1
Cc1ccc(N(CC(=O)Nc2c(C)n(C)n(-c3ccccc3)c2=O)S(C)(=O)=O)cc1Cl	-4
C[C@H](CO)N1C[C@H](C)[C@H](CN(C)Cc2cccc(C(=O)O)c2)OCc2cn(nn2)CCCC1=O	4
COc1ccc(S(=O)(=O)N(C)C[C@H]2Oc3ccc(NS(=O)(=O)c4ccc(C)cc4)cc3C(=O)N([C@@H](C)CO)C[C@@H]2C)cc1	10
COc1ccc(S(=O)(=O)Nc2ccc3c(c2)CC(=O)N([C@@H](C)CO)C[C@@H](C)[C@@H](CN(C)C(=O)Nc2ccc(F)cc2)O3)cc1	62
C[C@H]1CN([C@@H](C)CO)C(=O)c2cccc(NC(=O)c3cnccn3)c2O[C@@H]1CN(C)C(=O)NC1CCCCC1	14
Cc1cc(C(=O)Nc2cccc3c2O[C@H](CN(C)Cc2ccc4c(c2)OCO4)[C@@H](C)CN([C@H](C)CO)C3=O)n(C)n1	3
